Compound activity: PubChem BioAssay, several laboratories
Fam108B inh: counter-screen for RBBP9 inhibitors: inhibitors of mouse Fam108B. recombinant Fam108B, FP-Rh probe fluorescence polarization. inhibition, % at 9.51 µM. 300,000 compounds, 0.33% hits. AID 1947;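 active = inhibition above the screen mean inhibition plus 3 SD, computed separately per campaign, cut at about 18% in these data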;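 note: inhibitors lower polarization as less probe binds the enzyme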
ZTA counter: blocks Epstein-Barr virus ZTA, an EBNA-1 counter-screen. ZTA-DNA binding, fluorescence polarization. inhibition, % at 11 µM. 320,000 compounds, 0.15% hits. AID 2234; in the data active = inhibition above about 33%
Target sequence (P03206 whole entry, looked up): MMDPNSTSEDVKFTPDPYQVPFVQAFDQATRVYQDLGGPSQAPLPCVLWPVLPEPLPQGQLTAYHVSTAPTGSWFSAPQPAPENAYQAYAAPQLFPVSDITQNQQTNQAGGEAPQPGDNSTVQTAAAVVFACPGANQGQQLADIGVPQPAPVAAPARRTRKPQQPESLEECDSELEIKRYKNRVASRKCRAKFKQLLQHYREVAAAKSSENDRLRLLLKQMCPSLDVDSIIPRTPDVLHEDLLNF
GLD-1 TGE inh: GLD-1-TGE RNA interaction inhibition (C. elegans) | 320,000 compounds, 0.44% hits | AID 2280 | purified GLD-1 + fluorescein TGE RNA, fluorescence polarization | Q17339 | inhibition, % at 5.96 µM;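 active = percent inhibition above a per-plate cutoff, the plate mean of test compounds plus 3 SD, cut at about 30% in these data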;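 note: 0% = DMSO wells with GLD-1 and probe and 100% = wells lacking GLD-1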
CR mimetic SO: lowers age-related superoxide in aged yeast cells; 330,000 compounds, 0.18% hits; superoxide response (% of plate mean), % at 10 µM; S. cerevisiae aged cells, superoxide DHE fluorescence; stronger effect = lower value;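 active = superoxide response under a set limit, about three screen SD below normal, cut at about 65% in these data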;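 note: yeast aged for seven days with compound at 30 °C before DHE staining; 100% = average MFI of all compound-treated wells on the plate with controls excluded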
Efflux pump inh: blocks antifungal efflux pumps in multiplex yeast assay; S. cerevisiae Candida pump triplex, Nile Red efflux; inhibition, % at 10 µM; 330,000 compounds, 0.44% hits; AID 485275;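 active = plate passing quality check with inhibition over a set limit, or well fluorescence over plate mean plus 4 SD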;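 note: Nile Red retained in pooled yeast measured as flow cytometry median fluorescence; 0% = buffer negative control and 100% = Enniatin B positive control; higher means more Nile Red kept so more efflux inhibition; some compounds called inactive have numbers as strong as hits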
MCL1-BIM inh: disrupts human MCL1 binding to BIM-BH3 peptide. Q07820. GST-MCL1 / FITC-Bim-BH3 fluorescence polarization. inhibition, % at 10.9 µM. 320,000 compounds, 0.68% hits. AID 2057;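 active = inhibition above the mean inhibition of all tested compounds plus 3 SD, set per campaign, cut at about 40% in these data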;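 note: 0% = DMSO wells and 100% = unlabeled Bim-BH3 peptide control; higher means more loss of mP so more displacement of Bim peptide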
Target sequence (Q07820 whole entry, looked up): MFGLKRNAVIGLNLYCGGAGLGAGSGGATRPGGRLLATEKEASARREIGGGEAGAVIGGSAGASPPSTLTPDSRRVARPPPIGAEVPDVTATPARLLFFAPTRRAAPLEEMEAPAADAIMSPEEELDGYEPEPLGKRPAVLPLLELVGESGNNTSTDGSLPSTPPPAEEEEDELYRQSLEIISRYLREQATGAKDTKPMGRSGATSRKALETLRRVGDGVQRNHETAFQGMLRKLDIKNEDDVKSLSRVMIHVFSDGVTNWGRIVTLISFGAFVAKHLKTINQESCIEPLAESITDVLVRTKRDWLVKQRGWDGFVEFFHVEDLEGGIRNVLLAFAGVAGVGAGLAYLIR
MEX-5 binding: C. elegans MEX-5 TCR-2 RNA binding activity | AID 1832 | Q9XUB2 | activity score (negative = inhibition of binding), % at 10 µM | 300,000 compounds, 0.38% hits | MEX-5/FITC-TCR2 RNA binding, fluorescence polarization; stronger effect = lower value;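 active = inhibition past about -25% in most replicates, and total fluorescence under double the plate's negative control median, limit read from the data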;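 note: 0% = DMSO and -100% = 5 µM competing unlabeled TCR2 RNA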
BCLXL inh: blocks human Bcl-xL binding to Bim BH3 peptide. Q07817. GST-Bcl-xL / FITC-Bim BH3 peptide fluorescence polarization. inhibition, % at 10.9 µM. 320,000 compounds, 0.7% hits. AID 2129;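 active = inhibition above the mean of all tested compounds plus 3 SD, cutoff set per campaign, cut at about 30% in these data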;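 note: 0% = DMSO wells and 100% = unlabeled Bim-BH3 peptide competitor; inhibitors lower millipolarization by displacing the labeled peptide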
Target sequence (Q07817 whole entry, looked up): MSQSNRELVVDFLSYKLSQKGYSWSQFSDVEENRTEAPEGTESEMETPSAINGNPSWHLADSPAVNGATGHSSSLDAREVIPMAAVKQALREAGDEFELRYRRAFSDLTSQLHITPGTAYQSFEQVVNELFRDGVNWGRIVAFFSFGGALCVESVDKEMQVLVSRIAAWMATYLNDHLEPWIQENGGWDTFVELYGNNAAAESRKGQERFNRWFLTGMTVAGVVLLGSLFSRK
EBNA-1 inhibitor: blocks EBNA-1 binding to DNA; EBNA-1 DNA binding, fluorescence polarization; 300,000 compounds, 0.34% hits; inhibition, % at 14.8 µM; in the data active = inhibition above about 28%
* marks the source's active call; other numbers are inactive results; . = no result given.

SMILES,Fam108B inh,ZTA counter,GLD-1 TGE inh,CR mimetic SO,Efflux pump inh,MCL1-BIM inh,MEX-5 binding,BCLXL inh,EBNA-1 inhibitor
COc1ccc(-c2csc(C3=C(O)CN(CCCN4CCCC4=O)C3=N)n2)cc1OC,7,-7,8,102,0.0,7,1.5,7,-8
Cc1ccc(-c2nc(C)sc2CC(=O)O)cc1,0,-14,9,93,-0.1,-5,0.7,4,0
CNS(=O)(=O)c1cccc(C(=O)OCc2cc(=O)oc3c(C)c(O)ccc23)c1,-2,-7,1,90,-0.1,0,0.5,3,-4
Cc1cc(C)n(-c2nc(SCC(=O)N3CCCC3)c3c4c(sc3n2)CCCC4)n1,-5,5,-3,112,0.4,2,2.0,5,-8
O=C(O)c1ccc(N/N=C/c2cccc(F)c2)cc1,1,12,8,103,-0.1,1,.,11,12
CN(C)S(=O)(=O)N1CCC(Oc2ccc(C(=O)NCc3cnn(C)c3)cc2)CC1,0,-2,4,97,0.0,0,-1.5,-2,-5
C#CCn1c(S(=O)(=O)Cc2ccc(C)cc2)nc(-c2ccccc2)c1-c1ccccc1,-4,12,0,96,0.2,1,0.2,1,8
CC(OC(=O)c1ccc(Cl)nc1)C(=O)NC1(C#N)CCCCC1 (stereo not drawn),2,-8,-3,134,0.1,0,0.0,0,-11
Cn1c(CCN2CCCC2)nc2cc(NS(=O)(=O)c3ccc(Cl)cc3)ccc21,-5,8,0,86,0.1,-1,-3.5,3,4
O=C(COC(=O)CCS(=O)(=O)c1ccc(Cl)cc1)NC1CCCCC1,2,1,1,98,-0.1,5,-3.0,10,0
Cc1ccc(-c2nnc(SCC(=O)NC3CC3)n2N)cc1,-1,0,-6,104,-0.2,-5,2.1,-3,2
COc1ccc(N2CCN(C(=O)C(=O)c3c[nH]c4ccccc34)CC2)cc1,5,10,5,104,0.0,2,0.2,2,6
COCCN(CCOC)c1nc(-c2ccc([N+](=O)[O-])cc2)nc2ccccc12,-7,-3,-4,109,0.1,1,0.3,-1,-7
O=C(CN1CCN(c2ccc(F)cc2)CC1)Nc1ccc(S(=O)(=O)N2CCOCC2)cc1,2,3,0,93,0.0,5,-0.4,0,6
Cc1ccc(CCNC(=O)Cn2ccc3cc(S(=O)(=O)N4CCCC4)ccc32)cc1,4,9,2,108,-0.1,2,0.6,2,1
COc1cc2c(cc1OC)CN(C(=O)CNS(=O)(=O)c1ccc(C)c(C)c1)CC2,-2,0,8,92,0.0,1,0.0,3,3
O=C(CN1CCCCCC1)NCCN1C(=O)S/C(=C\c2ccccc2Cl)C1=O,0,4,1,95,-0.2,8,3.0,0,0
CC(=O)OCc1cc(=O)n(C)c(=O)n1C,-3,2,2,90,-0.2,4,2.1,3,4
COc1ccc2c(c1)C(=O)CC(c1ccccc1F)O2 (stereo not drawn),-4,-3,1,98,0.1,-4,.,2,-14
Cc1ccc2[nH]c3c(c2c1)CCc1cn[nH]c1-3,9,-5,17,103,-0.1,-21,0.0,-15,0
C/C(=N\NC(=O)COc1cccc(Br)c1)c1ccc2c(c1)OCCO2,.,-18,0,99,0.0,3,.,5,.
Cc1cc(=O)n2c(C(=O)Nc3ccc(C)c(C)c3)c(C(=O)Nc3ccccc3)sc2n1,-25,53*,-2,88,-0.2,-2,-2.3,6,11
Cc1cc2oc(=O)ccc2cc1[N+](=O)[O-],5,2,-1,94,-0.2,1,-1.8,2,-3
Cc1ccc(C(=O)OCC(=O)NC(=O)c2ccccc2)o1,-2,3,8,99,-0.1,-8,1.1,-7,-6
CCOc1nc2ccccc2nc1NS(=O)(=O)c1ccc(Cl)cc1,0,3,-3,91,-0.2,1,0.7,4,4
COc1ccccc1C(CNC(=O)CNC(=O)c1ccc(C)c(C)c1)N1CCCC1 (stereo not drawn),.,-8,3,106,-0.1,3,.,6,.
CC1CCN(C(=O)CSc2nc(N)cc(N)n2)CC1,1,-5,5,93,-0.1,-4,-1.0,-2,13
COc1ccc(-c2noc(C)c2-c2ccc3ccccc3n2)c(O)c1,-6,9,0,108,0.1,4,0.3,3,-4
O=C1c2ccccc2-c2onc3c(N4CCN(CCO)CC4)cc(N4CCN(C(=O)c5ccco5)CC4)c1c23,9,28,12,196,0.1,83*,22,63*,9
Cc1cc(C)cc(NC(=O)Nc2c(Br)cnn2C)c1,1,-6,9,95,0.0,6,-0.3,5,11
CC(C)C(OC(=O)CN1C(=O)c2ccccc2C1=O)C(=O)NC1CCCCC1 (stereo not drawn),-5,2,-4,109,0.0,-7,0.2,-3,-8
CCN1CCSc2ccc(C(=O)NCc3ccccc3Br)cc21,4,-7,6,102,-0.2,7,0.2,8,-9
CCOc1ccc(NC(=O)COC(=O)c2cc(=O)c3ccccc3o2)cc1,.,5,2,106,0.0,-3,.,1,.
CNC(=O)CN(c1cc(C)ccc1OC)S(=O)(=O)c1ccc(C)cc1,-1,5,3,98,0.0,15,-0.6,14,-4
CCCCNC(=O)Cn1c(=O)n(C)c2ccccc21,-3,6,-5,97,-0.3,-8,4.8,0,8
CCOC(=O)C1=C(C)Nc2sc(C(=O)c3ccc(Br)cc3)c(N)c2C1c1ccc(C(=O)OC)cc1 (stereo not drawn),9,-10,-50,111,0.1,-70,3.4,-49,6
CNC(=S)NCCc1ccc(OC)cc1,-1,-6,0,96,0.0,18,-3.1,6,4
Cc1ccc2sc(N3CCN(C(=O)c4ccc([N+](=O)[O-])o4)CC3)nc2c1C,3,-2,-1,107,0.0,3,1.3,2,-15
CNS(=O)(=O)c1ccc(C(C)(C)C)cc1,1,-10,4,108,-0.1,4,1.4,4,-2
COc1ccccc1NC(=O)C1CCCN1C(=O)NC1CCCCC1 (stereo not drawn),-1,4,-1,90,0.0,3,-1.3,6,-7
CCC(C)(C)NC(=O)CN(C(=O)CCC(=O)Nc1nccs1)c1ccc2c(c1)OCCO2,4,-8,15,103,0.1,3,-1.3,0,-2
O=C(CC1SC(N2CCCC2)=NC1=O)Nc1ccc(C(=O)Nc2ccccc2)cc1 (stereo not drawn),-2,12,4,99,-0.1,2,0.3,2,-2
Fc1cccc(CN2CCN3CCCC3C2C2CCCCC2)c1 (stereo not drawn),2,25,-4,140,-0.1,6,-0.3,9,-2
CCCC/C(O)=N\S(=O)(=O)c1ccc(N=NN(C)C)cc1,-3,-10,2,100,-0.1,-4,2.3,-2,4
COCCOC(=O)c1c(NC(=O)CSc2cccc[n+]2[O-])sc(C(N)=O)c1C,0,8,-5,96,-0.1,2,-0.9,-7,1
Cc1ccc(CSc2cc(C)[nH]c(=O)n2)cc1,2,-5,-2,88,-0.1,0,0.5,-1,4
COCCCn1c(=O)c2sccc2n2c(CCCC(=O)N(C)Cc3ccco3)nnc12,0,4,0,107,0.0,-1,-0.5,7,3
O=C(NCc1ccccc1)NC(O)C(Cl)(Cl)Cl (stereo not drawn),1,-21,-2,91,-0.1,0,0.9,3,0
COC(=O)C1CCN(Cc2ccc(OCCCN3CCN(c4ccc([N+](=O)[O-])cc4)CC3)cc2)CC1,3,-8,2,105,0.1,6,1.4,7,6
O=C(/C=C/c1cccs1)N1CCC2(CC1)Oc1ccc(F)cc1C(=O)C21CC(c2ccc(Cl)cc2)=NO1 (stereo not drawn),-5,4,-4,90,0.1,-4,0.5,31*,-8

Carrying on.
SMILES,Fam108B inh,ZTA counter,GLD-1 TGE inh,CR mimetic SO,Efflux pump inh,MCL1-BIM inh,MEX-5 binding,BCLXL inh,EBNA-1 inhibitor
O=C(C1CCCCN1S(=O)(=O)c1ccccc1)N1CCCCC1 (stereo not drawn),1,10,5,98,0.0,13,-2.5,12,8
O=C(NCc1ccc(Cl)cc1)c1ccc(NC(=O)C2CCCO2)cc1 (stereo not drawn),6,-11,3,91,-0.3,1,0.6,2,10
COc1ccc(N(CC(=O)Nc2cccc(C)c2)S(=O)(=O)c2c(C)noc2C)cc1,3,-2,9,86,-0.3,-2,1.6,1,-6
CCOC(=O)N1CCN(Cc2nc(Cc3cccc(C(F)(F)F)c3)no2)CC1,4,3,17,100,0.0,1,-2.9,5,8
COc1ccc(S(=O)(=O)c2c(O)c3ccc(C(=O)Nc4ccc(F)cc4F)cc3[nH]c2=O)cc1,2,-10,-2,126,-0.1,5,0.7,11,6
Cc1ccc(C2=C(c3ccc([N+](=O)[O-])cc3)C(=O)OC2)cc1C,-4,-6,-6,83,0.0,-13,15,-6,7
CC(C)C(C)NC(=O)COc1ccc(OCc2ccccc2)cc1 (stereo not drawn),-8,-6,-6,92,0.1,3,0.4,5,4
O=C(CSc1ccc(-c2ccncc2)nn1)N1CCCC1,0,1,2,104,0.0,6,-1.3,4,-14
CCCNC(=O)c1cnc(Sc2ncc(C(F)(F)F)cc2Cl)n1C,2,8,-3,105,0.0,2,0.8,2,8
O=C(COc1ccc(Cl)cc1)NCc1cn2cc(Cl)ccc2n1,-1,2,1,92,0.1,1,1.7,2,10
CCSc1nnc(Cn2c(=O)sc3ccccc32)n1C,1,1,2,100,0.0,-6,-2.0,2,3
CC(C)Sc1nc2ccc(N3C(=O)C4CCCCC4C3=O)cc2s1 (stereo not drawn),-1,-6,8,97,-0.1,3,1.6,5,-7
CCS(=O)(=O)c1nc2ccccc2n1Cc1ccccn1,-1,17,-6,95,-0.1,5,-0.1,4,-4
CC(=O)c1ccc(NC(=S)NC(C)c2ccc(Cl)cc2Cl)cc1 (stereo not drawn),-56,1,-4,99,0.2,5,-4.5,3,1
